NPYLR7 ag – activates Aedes aegypti NPYLR7 receptor. HEK293T NPYLR7/Galpha15, GCaMP6s calcium fluorescence. activation, % at 10 µM. actives 0.15% (n = 270,000). AID 1259423; in the data active = activation above about 40%;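 note: 0% = vehicle and 100% = reference agonist at the receptor; some compounds past the cut are filed as inactive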
hcGAS inh – inhibitors of human cGAS | Q8N884 | recombinant h-cGAS, ATP depletion, Kinase-Glo luminescence | inhibition, % at 12.5 µM | actives 0.081% (n = 290,000);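 note: 0% = vehicle reaction and 100% = reaction without DNA for no activity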
Target sequence (Q8N884 whole entry, looked up): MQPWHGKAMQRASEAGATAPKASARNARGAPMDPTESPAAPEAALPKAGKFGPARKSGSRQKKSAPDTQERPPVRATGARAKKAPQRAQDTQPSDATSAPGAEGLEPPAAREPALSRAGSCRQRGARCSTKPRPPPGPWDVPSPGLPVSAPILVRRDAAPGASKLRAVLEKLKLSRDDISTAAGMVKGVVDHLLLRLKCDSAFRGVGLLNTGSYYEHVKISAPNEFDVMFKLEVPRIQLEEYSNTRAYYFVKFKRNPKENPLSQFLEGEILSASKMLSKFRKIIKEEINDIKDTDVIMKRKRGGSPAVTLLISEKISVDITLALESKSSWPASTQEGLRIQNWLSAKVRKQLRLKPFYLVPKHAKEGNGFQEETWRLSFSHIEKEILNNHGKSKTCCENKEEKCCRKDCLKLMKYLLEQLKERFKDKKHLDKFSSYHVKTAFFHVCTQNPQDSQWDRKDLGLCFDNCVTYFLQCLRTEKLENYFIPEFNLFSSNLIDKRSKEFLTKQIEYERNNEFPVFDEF
mcGAS lum – blocks mouse cGAS activity; Q8C6L5; recombinant cGAS, Kinase-Glo ATP depletion luminescence; inhibition, % at 12.5 µM; actives 0.15% (n = 160,000);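 note: 0% = negative control wells and 100% = reference inhibitor with no enzyme activity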
Active calls of the source: *; . = no result given; & = joins results of further samples. Cut-off read from the data, not from the text of the source, unless noted: active = inhibition above about 40%; inactive = the rest.

SMILES | NPYLR7 ag | hcGAS inh | mcGAS lum
Oc1ccc(C=Nn2cnn(Cc3ccccc3Cl)c2=S)c(O)c1 | 8 | -3 | .
CCCCCN(CC(=O)N(Cc1ccccc1)Cc1cccn1Cc1ccc(F)cc1)C(=O)c1ccc2c(c1)OCO2 | 0 | -5 | -3
CN1C(=CC(=O)COC(=O)C=Cc2cccc(F)c2)C(C)(C)c2ccccc21 | 4 | -5 | -6
CCN1C(=O)N(CCN(C)C)C(=O)C12CCN(Cc1ccc(SC)cc1)CC2 | 24 | -15 | -7
Cc1ccc(NC(=O)N2CCC(O)(C(=O)O)CC2)cc1 | 4 | -5 | .
CCS(=O)(=O)Oc1cccc(CN(CC2CCCO2)C(=O)c2cccc(F)c2)c1 (stereo not drawn) | 8 | -6 | -4
CN(C)C(=O)c1ccc(CNc2c(Cl)cccc2C#N)cc1 | 10 | -13 | .
O=C(CSc1nc2c(cnn2Cc2ccccc2)c(=O)[nH]1)NCC1CCCO1 (stereo not drawn) | 0 | -6 | .
COc1ccc(C2NCCc3c2[nH]c2ccccc32)cc1OC (stereo not drawn) | 3 | -2 | -3
Cc1nccc(-c2ccccc2)c1C(=O)N1CCC2(CN(C)C(=O)O2)C1 (stereo not drawn) | -1 | 0 | .
CCOC(=O)C1CCN(C(=O)c2cc(-c3ccccc3OC)n3nc(-c4ccc(Cl)cc4)cc3n2)CC1 | . | 0 | -6
O=C1CSC(CC(=O)NCCO)=N1 | -5 | 8 | .
Cc1ccc(S(=O)(=O)N2CCN(CC(=O)Nc3ccc(N4CCCC4)cc3C)CC2)cc1 | 2 | -2 | .
CC(=O)NCC(=O)N(C)Cc1cn[nH]c1-c1ccc(F)cc1 | 1 | -7 | .
CN(CCc1ccccc1)c1nc(-c2ccc(-c3ccccc3)cc2)nc2ccccc12 | -5 | 4 | 1
CCCNC(=O)N(C)CCN1C(=O)CSC1c1cc(OC)ccc1OC (stereo not drawn) | 20 | -4 | -4
Cc1cc2oc3c(c(=O)c2cc1Cl)C(c1ccc(Cl)cc1)N(C)C3=O (stereo not drawn) | 1 | 5 | .
COc1cccc(-c2cc(-c3ccc(C(=O)NCc4ccc(F)c(F)c4)cc3)[nH]n2)c1 | 14 | -2 | -5
O=C(C1COc2ccccc2O1)N1CCN(Cc2cc(=O)c(OCc3ccc(C(F)(F)F)cc3)co2)CC1 (stereo not drawn) | 22 | -11 | -6
CCCN(CC(=O)Nc1cc(-c2ccccc2)nn1-c1ccc(F)cc1)C(=O)NC12CC3CC(CC(C3)C1)C2 | -2 | 1 | -2

Rewritten as labelled records: entries from further up
O=C(CSc1nc2c(cnn2Cc2ccccc2)c(=O)[nH]1)NCC1CCCO1 (stereo not drawn)
  NPYLR7 ag = 0; hcGAS inh = -6; mcGAS lum = .

COc1ccc(C2NCCc3c2[nH]c2ccccc32)cc1OC (stereo not drawn)
  NPYLR7 ag = 3; hcGAS inh = -2; mcGAS lum = -3

Cc1nccc(-c2ccccc2)c1C(=O)N1CCC2(CN(C)C(=O)O2)C1 (stereo not drawn)
  NPYLR7 ag = -1; hcGAS inh = 0; mcGAS lum = .

(more compounds)
SMILES | NPYLR7 ag | hcGAS inh | mcGAS lum
CCC(=O)N1CCC1(C)C(=O)Nc1ccc2c(c1)OCO2 (stereo not drawn) | 6 | -15 | -8
c1cn(CCCNc2ncnc3sc4c(c23)CCCCC4)cn1 | 9 | -8 | .
O=C(Nc1ccc(N2CCC(Cc3ccccc3)CC2)c(C(=O)NCc2ccc(F)cc2)c1)c1cccc(Br)c1 | 2 | -3 | -4
C#C[C@]1(O)CCC2C3CCc4cc(OC)ccc4C3CC[C@@]21C (stereo partly drawn) | -3 | 2 | .
COC(=O)C1=C(C)N=c2s/c(=C/c3ccc(OC)c(OC)c3)c(=O)n2C1c1ccccc1Cl (stereo not drawn) | -12 | 0 | -5
CCn1c(SCC2CCOCO2)nnc1N1CCOCC1 (stereo not drawn) | 9 | -5 | .
COc1cc(Cl)cc2cc(C(=O)N3CCCC4(CNC(=O)O4)C3)oc12 (stereo not drawn) | 7 | -6 | -16
O=C(COc1ccc(-n2cnnn2)cc1)N1CCCC2(CCNCC2)CC1 | 7 | -6 | .
Cc1cccc(C2c3cccn3-c3ccccc3N2C(=O)CN(C(=O)Nc2ccc(Cl)cc2)C2CC2)c1 (stereo not drawn) | -3 | -9 | -6
Nc1cc(-c2cccc(Cl)c2)nn1-c1ccc(C(=O)NC(c2ccccc2)c2ccccc2)cc1 | 2 | -9 | -4

Compounds from the list above that contain an aryl thioether with sulfur outside any ring:
SMILES | NPYLR7 ag | hcGAS inh | mcGAS lum
CCN1C(=O)N(CCN(C)C)C(=O)C12CCN(Cc1ccc(SC)cc1)CC2 | 24 | -15 | -7
O=C(CSc1nc2c(cnn2Cc2ccccc2)c(=O)[nH]1)NCC1CCCO1 (stereo not drawn) | 0 | -6 | .
CCn1c(SCC2CCOCO2)nnc1N1CCOCC1 (stereo not drawn) | 9 | -5 | .

More structures
SMILES | NPYLR7 ag | hcGAS inh | mcGAS lum
O=C(Nc1ccc2c(c1)OCCO2)c1cc2ccccc2oc1=O | -5 | 1 | .
CC(C)(C)c1nnc(Cn2c(=O)[nH]c3ccccc3c2=O)s1 | -21&1 | -7&-6 | .
O=C(N[C@@H]1CCCCC1NC(=O)C1CCCN(C(=O)c2ccc(C(F)(F)F)cc2)C1)c1ccccc1 (stereo partly drawn) | 25 | -7 | -8
Cc1cccnc1[C@H](C)NC(=O)CCc1csc(N)n1 | 1 | -6 | -23
COCC(=O)Nc1c(-c2ccccc2OC)nc2cc(C)ccn12 | -14 | -9 | -8
CCOC(=O)CSc1nc2c(c(=O)n1-c1ccccc1)SCC2 | -2 | -6 | .
CC(=O)Nc1cccc(C(=O)NCc2ccc(-c3csc(C)n3)cc2)c1 | -1 | -8 | .
Cc1ccc(-c2cc(C(F)(F)F)n3nc(C(=O)N4CCN(c5ccccc5Cl)CC4)cc3n2)cc1 | -12 | -2 | -5
C#CCn1c(O)c(N=NC(=O)CNC(=O)c2ccccc2)c2ccccc21 | 4 | -4 | -2
CCCCc1ccc(NC(=O)NCC(=O)N2CCC(C(=O)NCc3cccc(OC)c3)CC2)c(C)c1 | 8 | 0 | -4
c1cc2c(cc1-n1cnnc1)N1CCN=C1S2 | 11 | -3 | .
COc1ccc2[nH]c(=O)c(CN(C)C(C)C(=O)N(C)C)cc2c1 (stereo not drawn) | -2 | 2 | 7
CC1CCCN(S(=O)(=O)N2CCCC2CC2CCCCC2)C1 (stereo not drawn) | 4 | -4 | .
COc1ccc(Cl)cc1NC(=O)c1cc(-c2ccc(C)s2)nc2ccccc12 | -17 | 3 | -2
Cc1cc(=O)[nH]c2nc(N)ccc12 | -5 | 1 | .
Cc1cc(C)n(CCNC(=O)c2n[nH]c3c2CCC3)c(=O)n1 | 24 | -6 | -17
Cc1cc(C(=O)COC(=O)Cc2ccc(Cl)cc2Cl)c(C)n1Cc1ccco1 | -6 | -4 | -6
CCc1nc2c(OCC(=O)C(C)(C)C)cccn2c1N(C)C(C)=O | 14 | -4 | -1
COc1ccc2c(c1)CCN(S(=O)(=O)CCNC(=O)c1snnc1C)C2 | 10 | 2 | .
O=C1CCCN1CCCN1COc2ccc3c(=O)c(-c4ccccc4)c(C(F)(F)F)oc3c2C1 | 2 | -5 | -10
CCOC(=O)C1=C(C)N=c2s/c(=C\c3cccc([N+](=O)[O-])c3)c(=O)n2C1c1ccc2c(c1)OCO2 (stereo not drawn) | 0 | -2 | -5
Cc1cccc(CC(=O)Oc2coc(CSc3nc(C)cc(C)n3)cc2=O)c1 | -15 | 2 | 26
CCC(C)N(CC(=O)N1CCc2sccc2C1c1ccc(Cl)cc1)C(=O)c1ccc([N+](=O)[O-])cc1 (stereo not drawn) | 0 | -8 | -7
C=CCn1c(SCc2ccc(C(=O)NCCOC)cc2)nnc1-c1ccccc1Cl | 18 | -13 | -5
COc1ccccc1CN1CCC(CN(CC(C)C)C(=O)c2ccc3ccccc3n2)CC1 | . | -4 | -8
CN(C)S(=O)(=O)c1cc(NC(=O)C23CC4CC(CC(O)(C4)C2)C3)ccc1Cl | -4 | -12 | .
COC(=O)CC1C(=O)NCCN1S(=O)(=O)c1cc(Cl)ccc1Cl (stereo not drawn) | 7 | -6 | .
O=C(NC1CC1)[C@@]1(OCc2cccc(C(F)(F)F)c2)CC(OCc2cccc(F)c2F)[C@H](O)[C@H](O)C1 (stereo partly drawn) | 3 | 4 | -6
CCCCNc1nccnc1-c1cc(OC)c(OC)c(OC)c1 | -5 | -2 | -1
CC(=O)N(C)c1nc(CN2CCCC2c2c(C)nn(C)c2C)cs1 (stereo not drawn) | 2 | -8 | .
Cc1nc(NCc2ccccc2)nc(Nc2ccccc2)c1[N+](=O)[O-] | -1 | -5 | -4
CS(=O)(=O)c1ccc(C(=O)N(Cc2ccccn2)c2nc3ccccc3s2)cc1 | -2 | 1 | -9
COc1c(F)cc(-c2nccn2CCn2cccn2)cc1Cl | . | -8 | -14
CCSc1nc(C2CC2)cc(-c2ccc(OC)cc2)c1C#N | 5 | 2 | -7
CC(NC(=O)C1CCCO1)c1ccc(Cl)c(Cl)c1 (stereo not drawn) | 13 | -11 | -16
COCCNC(=O)c1ccccc1N1CCC(NC(=O)c2ccccc2OC)CC1 | -1 | -6 | -4
Cc1ccc(C)c(S(=O)(=O)N2CCN(C(=O)NCc3cccc(NS(C)(=O)=O)c3)CC2)c1 | 8 | -6 | -7
CCn1cc(NC(=O)N(C)C2Cc3ccccc3C2)cn1 | 2 | -5 | .
C=CCN(CC(=O)N(Cc1ccccc1)Cc1ccc(C)o1)C(=O)Nc1ccc(OC)cc1 | -4 | -8 | -7
CCOC(=O)c1ccc(N=Nc2c(C)[nH]n(-c3ccccc3)c2=O)cc1 | -8 | -2 | -2
COc1cc2c(cc1OC)C(c1c[nH]c3ccccc13)NCC2 (stereo not drawn) | 2 | -4 | -6
CC1CCCC(NC(=O)COc2ccccc2C(N)=O)C1C (stereo not drawn) | -7 | -7 | .
COc1ccc(-c2cc(N)nc3[nH]ccc23)c2cccnc12 | 1 | 1 | .
CC(NC(=O)Cc1ccccc1Br)C(=O)N(C)C (stereo not drawn) | 4 | -1 | .
COc1ccc(-c2c(O)c3c(OC)c4c(cc3oc2=O)OC(C)(C)C=C4)cc1 | -12 | -2 | .
O=C(C=Cc1ccccc1OC(F)F)c1ccc(F)cc1 | -2 | -5 | 43*
CCS(=O)(=O)NC(=O)C1(C)CCN1C(=O)C1(c2ccc(Cl)cc2)CC1 (stereo not drawn) | 1 | -10 | .
CCc1ccc(S(=O)(=O)NCc2nnnn2-c2ccc(F)c(F)c2)s1 | 3 | -8 | -8
O=C(c1ccnc(Cl)c1)N1CCN(c2nccc(-c3ccc4c(c3)OCO4)n2)CC1 | 1 | -2 | -4
COc1cc(NC(=O)c2cc(-c3ccc(F)cc3)nc3onc(C)c23)cc(OC)c1OC | 13 | -12 | -7

Reprinted at random: 3 entries already listed.
SMILES | NPYLR7 ag | hcGAS inh | mcGAS lum
Cc1nccc(-c2ccccc2)c1C(=O)N1CCC2(CN(C)C(=O)O2)C1 (stereo not drawn) | -1 | 0 | .
CC(NC(=O)Cc1ccccc1Br)C(=O)N(C)C (stereo not drawn) | 4 | -1 | .
CCOC(=O)CSc1nc2c(c(=O)n1-c1ccccc1)SCC2 | -2 | -6 | .

Further structures.
SMILES | NPYLR7 ag | hcGAS inh | mcGAS lum
COCC(=O)NCC1c2cc(OC)c(OC)cc2CCN1C(=O)Nc1ccccc1F (stereo not drawn) | 28 | -8 | -6
O=C(CS(=O)(=O)c1ccc(F)cc1)Nc1ccccc1-c1nc2ccccc2s1 | 8 | -6 | .
O=c1oc2ccccc2cc1-c1nnc(Nc2cc([N+](=O)[O-])ccc2F)s1 | 2 | 0 | -4
COc1ccc(Nc2nc(N3CCN(c4ccc(OC)cc4)CC3)nc3[nH]ncc23)cc1 | 4 | -17 | .
CCOC1N=C(C#N)C(C#N)N(CC)C1OCC (stereo not drawn) | -4 | -2 | .
COc1ccc(CCN(C)S(=O)(=O)c2ccc(OC)c(N3CCN(S(=O)(=O)c4cccc(Cl)c4Cl)CC3)c2)cc1OC | 29 | -2 | -9
COc1ccc(C2SC(C)C(=O)N2CCNC(C)C)cc1OC (stereo not drawn) | -1 | -3 | -6
S=C1NCN(CCc2cccs2)CN1 | 16 | -8 | -7
Cc1ccc(Cn2c(CCNC=O)nc3ccccc32)cc1 | 2 | 6 | 0
CC(=O)Nc1cncc(-c2ccccc2C(C)=O)n1 | 3 | -14 | .
COc1ccc(CN2CC(O)CN(C(=O)OCc3ccccc3)CC2=O)cc1 (stereo not drawn) | 26 | 1 | -5
Cc1cccc(-n2c(SCc3ccc(C(=O)N4CCN(C)CC4)cc3)nnc2-c2ccccc2Cl)c1 | 25 | -1 | -9

Screening data (PubChem BioAssay)
